ABHD5 PLIN5 PPI: blocks binding of human ABHD5 to perilipin-5; inhibition, % at 4 µM; 360,000 tested, 0.78% active; Split G. princeps luciferase complementation, luminescence, 4 h; Q00G26+Q8WTS1;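 active = inhibition above the mean inhibition across every tested compound plus 3 SD, cut at about 22% in these data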;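 note: 0% = DMSO only wells and the 100% control is not disclosed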
m5-HT2A agonist: mouse HTR2A agonism via beta-arrestin recruitment. CHO-K1 mHTR2A beta-arrestin complementation, luminescence; percent of 30 µM serotonin response. activation, % at 7.6 µM. 360,000 tested, 0.66% active;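 active = activation above a run cutoff, the mean activation of all tested compounds plus 3 SD, cut at about 14% in these data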;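 note: 0% = plate median of compound wells and 100% = 30 µM serotonin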
Target sequence (P35363 whole entry, looked up): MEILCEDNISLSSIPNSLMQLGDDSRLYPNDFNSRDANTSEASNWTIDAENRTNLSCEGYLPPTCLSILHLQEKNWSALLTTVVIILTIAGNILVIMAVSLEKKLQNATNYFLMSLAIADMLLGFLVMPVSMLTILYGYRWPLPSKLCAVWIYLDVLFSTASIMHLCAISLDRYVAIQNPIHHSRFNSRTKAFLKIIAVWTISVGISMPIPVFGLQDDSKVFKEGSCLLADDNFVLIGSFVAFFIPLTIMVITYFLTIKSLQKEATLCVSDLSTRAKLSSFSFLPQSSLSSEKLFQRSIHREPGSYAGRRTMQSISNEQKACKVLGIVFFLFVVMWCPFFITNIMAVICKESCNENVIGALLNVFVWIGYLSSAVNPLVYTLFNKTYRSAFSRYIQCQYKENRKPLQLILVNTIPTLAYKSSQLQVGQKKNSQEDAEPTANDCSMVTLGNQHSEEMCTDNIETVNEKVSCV
N-glyco inh: blocks N-linked glycosylation in D54 reporter cells. D54 ERlucT glycosylation luciferase reporter, 24 h; percent of 100 nM tunicamycin response. reporter increase, % at 12.5 µM. 360,000 tested, 0.23% active. AID 588692;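 active = mean luciferase reporter signal, scaled so untreated is 0 and the glycosylation-blocking control 100, at or above a set limit in every replicate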;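 note: luciferase carries N-glycosylation sites so blocking glycosylation raises the light; 0% = median of neutral control wells and 100% = median of 100 nM tunicamycin wells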
MC4R ag barr: human MC4R agonism via beta-arrestin | 360,000 tested, 0.98% active | P32245 | U2OS MC4R beta-arrestin complementation, luminescence; percent of melanotan II response, DMSO zero | AID 540308 | activation, % at 8.9 µM;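 active = activation above a per-plate cutoff, the mean activation of sample wells on that plate plus 3 SD, cut at about 8% in these data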
MC4R antag cAMP: blocks human MC4R cAMP signaling. MC4R-expressing cells, MTII-stimulated cAMP, LANCE TR-FRET. AID 540295. P32245. inhibition, % at 6.5 µM. 360,000 tested, 0.48% active;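 active = inhibition above its plate's cutoff, the mean of tested wells on that plate plus 3 SD, cut at about 29% in these data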;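 note: 0% = Melanotan II alone and 100% = Melanotan II plus saturating MCL0020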
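Test system: U2OS cells stably expressing human melanocortin 4 receptor (MC4R); also added: Melanotan II challenge; compound: 6.5 µM single dose; timing: 30-min compound preincubation, 1-h Melanotan II challenge, 1-h detection, room temperature; signal: Eu-cAMP/anti-cAMP TR-FRET, emission 671 nm; repeats: one well per compound, no replicates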
NCOA2 inhibitor: human SRC2 (NCOA2) inhibition | Q15596 | HEK293 GAL4-SRC2 luciferase reporter, luminescence | inhibition, % at 9 µM | 370,000 tested, 0.17% active | AID 651957;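 active = inhibition above the mean inhibition of all tested compounds plus 3 SD, set per campaign, cut at about 52% in these data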;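 note: 0% = DMSO treated cells and 100% = cells given Gossypol at 36 µM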
ABCB6 inh MLPCN: inhibitors of human ABC transporter ABCB6; K562-ABCB6 porphyrin accumulation, flow cytometry, 1 h; hits give low values; fluorescence ratio to DMSO, % at 10 µM; 360,000 tested, 0.19% active; AID 602162;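 active = fluorescence ratio to DMSO below 75%, the collection mean minus 3 SD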;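 note: signal is porphyrin accumulated inside mitochondria; 100% equals median channel fluorescence of DMSO control wells; lower ratio means ABCB6 inhibition with less porphyrin fluorescence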
H9c2 protect: myocardial damage modulation in H9c2 cells | 360,000 tested, 0.63% active | H9c2 cardiomyocytes, H2O2 injury protection, ATPLite, 2 h | protection from H2O2 cell death, % at 20 µM;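 active = compounds giving at least 50% protection of heart cells from peroxide-induced death in the single-dose screen, raw or plate-pattern-corrected value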;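 note: 0% = DMSO wells with peroxide and 100% = DMSO wells without peroxide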
TLR9-MyD88 block: TLR9-MyD88 interaction inhibition; CHO BLA complementation TLR9-MyD88, CCF4 FRET ratio; inhibition, % at 4.98 µM; 340,000 tested, 0.21% active; AID 504734;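 active = inhibition above the mean over all tested compounds plus 3 SD, cut at about 21% in these data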;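 note: 0% = DMSO only wells and 100% = clavulanate BLA inhibitor control wells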
NOD2 RIPK2 PPI: blocks binding of human NOD2 to RIPK2; O43353; CHO BLA complementation NOD2-RIPK2, CCF4 ratio; inhibition, % at 4.98 µM; 360,000 tested, 0.38% active; in the data active = inhibition above about 21%;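 note: 0% = vehicle only and 100% = reference blocker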
Target sequence (O43353 whole entry, looked up): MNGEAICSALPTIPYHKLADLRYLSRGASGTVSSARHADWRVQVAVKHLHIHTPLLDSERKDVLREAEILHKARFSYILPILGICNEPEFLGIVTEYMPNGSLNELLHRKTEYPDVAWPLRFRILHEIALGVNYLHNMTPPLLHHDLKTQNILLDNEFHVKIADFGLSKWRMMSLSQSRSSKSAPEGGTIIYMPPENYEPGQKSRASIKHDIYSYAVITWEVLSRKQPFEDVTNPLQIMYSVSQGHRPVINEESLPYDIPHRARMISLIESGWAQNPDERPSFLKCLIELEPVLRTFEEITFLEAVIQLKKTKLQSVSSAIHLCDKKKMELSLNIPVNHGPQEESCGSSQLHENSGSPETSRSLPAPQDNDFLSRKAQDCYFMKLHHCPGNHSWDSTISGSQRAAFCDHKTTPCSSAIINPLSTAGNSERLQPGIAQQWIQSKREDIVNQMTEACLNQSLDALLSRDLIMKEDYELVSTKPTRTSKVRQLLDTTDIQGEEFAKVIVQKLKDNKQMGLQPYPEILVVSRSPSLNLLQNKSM
An asterisk follows results filed as active; x = not tested or not shown. A portion of the library; count on the stated rates, not on these rows.

Results follow in this order: ABHD5 PLIN5 PPI, m5-HT2A agonist, N-glyco inh, MC4R ag barr, MC4R antag cAMP, NCOA2 inhibitor, ABCB6 inh MLPCN, H9c2 protect, TLR9-MyD88 block, NOD2 RIPK2 PPI
1: Cc1cccc(C)c1NC(=O)C(CCc1ccccc1)n1c(=O)c(-c2cc3ccccc3[nH]2)nc2ccccc21 (configuration not stated)
→ 5, -1, x, x, x, -1, x, x, x, 45*
2: O=C(NNC(=O)c1ccccc1[N+](=O)[O-])c1cccs1
→ -5, 0, 3, 0.0, 18, -5, 93, -3, -8, 3
3: CCCc1nnc(SCC(=O)N2CCCCC2C)n1CCOC (configuration not stated)
→ 0, 1, 3, -1.4, 16, -10, 98, 1, -8, -3
4: CCCCCC(=O)N1C[C@@H](O)[C@H](n2cc(C3CC3)nn2)C[C@@H]1c1ccc(Cl)cc1
→ 2, -3, 0, 0.0, 12, 14, 97, -1, 0, 0
5: CC(=O)Nc1ccc(NC(=O)C(C)Sc2nnc(-c3ccc4c(c3)OCO4)o2)cc1 (configuration not stated)
→ 1, -3, 0, -1.3, 3, -51, 96, -1, 6, -4
6: O=C(NCc1ccco1)c1cc(-c2cccc(Cl)c2)on1
→ 5, -17, 0, 3.0, 5, -39, 97, -8, -6, -3
7: CC1=C/C(=C(/c2cc(C)c(O)c(Br)c2)c2ccccc2S(=O)(=O)O)C=C(Br)C1=O
→ 9, -3, -6, -4.0, 1, 7, 98, -8, 8, -6
8: Cc1cccc(N(C(=O)c2snc(C(N)=O)c2N)C(C(=O)NCc2ccccc2)c2ccncc2)c1 (configuration not stated)
→ 0, -4, -3, -1.1, 1, 1, 93, 16, -1, -7
9: O=C(NC12CC3CC(CC(C3)C1)C2)N1CCCC(CO)C1 (configuration not stated)
→ 3, 0, 0, 1.2, -7, 7, 100, 3, 11, 2
10: Cc1ccc2cccc(O)c2[n+]1[O-]
→ -2, 5, 2, 1.0, 5, -1, 99, -3, -6, 3
11: O=C(NC1CCCCCC1)C1CCN(S(=O)(=O)c2cnc[nH]2)CC1
→ -2, 1, -2, -1.2, -1, -7, 95, 5, -6, -1
12: CC(=O)c1ccc(-c2nc3c4ccccc4ccn3c2C(C)=O)o1
→ -2, -1, -3, -0.4, 0, 0, 105, 12, 1, -4
13: CC(C)(C)NC(=O)NC(=O)CN1C(=O)NC(c2ccccc2)(c2ccccc2)C1=O
→ -5, -10, 0, -3.0, 19, -10, 98, 4, -9, -13
14: O=C(c1ccoc1)N1CCCC(N2CCN(c3cccc(C(F)(F)F)c3)CC2)C1 (configuration not stated)
→ 1, -5, -1, 0.8, 2, -11, 96, 4, -10, -5
15: CCOc1ccccc1NC(=O)CSc1nnc(-c2cnccn2)n1C
→ 3, 1, 9, -1.5, 10, 21, 83, 8, 6, 17

(list continues)
Results follow in this order: ABHD5 PLIN5 PPI, m5-HT2A agonist, N-glyco inh, MC4R ag barr, MC4R antag cAMP, NCOA2 inhibitor, ABCB6 inh MLPCN, H9c2 protect, TLR9-MyD88 block, NOD2 RIPK2 PPI
16: CC(C)CN1CN(Cc2ccccc2)CNC1=S
→ 1, -4, -1, 0.7, -1, 7, 103, 3, 0, -1
17: CC(=O)NS(=O)(=O)c1ccc(N=c2ssc3c2-c2cc(C)ccc2NC3(C)C)cc1
→ -4, 2, 2, 0.7, 22, 2, 101, 0, -4, -6
18: CCOC(=O)C(NCc1ccc2c(c1)OCO2)(NC(=O)c1ccccc1)C(F)(F)F (configuration not stated)
→ 9, -2, 0, 0.7, 12, -10, 92, 3, -3, 4
19: Cc1ccc(NC(=O)CN(C)C(=O)COc2ncnc3ccc(Br)cc23)cc1
→ -5, 1, 0, -2.7, 5, -38, 100, -4, -4, 2
20: Cc1cc(C(=O)N2CCCC(N3CCN(c4cccc(C(F)(F)F)c4)CC3)C2)no1 (configuration not stated)
→ 14, 0, 1, -4.6, 2, -5, 95, -1, -13, 5
21: COc1ccccc1C(=O)Nc1ccc2c(c1)OCCO2
→ 3, -5, -2, -0.8, 7, -90, 95, -19, 2, -4
22: O=C(NCC1CCCO1)c1ccccc1NC(=O)c1cccc2ccccc12 (configuration not stated)
→ 5, -1, 0, -1.1, 1, -4, 97, 7, 11, 20
23: CCOC(=O)c1cc(C)sc1/N=C/C1C(=O)CC(C)(C)CC1=O
→ 0, 5, 4, 0.7, 4, 10, 99, 0, -3, -8
24: CC1(C)CC(=O)C(C=NCCN2CCN(C(=O)c3ccc(Br)cc3)CC2)=C(O)C1
→ 14, 2, 2, -2.9, 8, -10, 94, -3, 4, -6
25: COc1ccc(C2(C)NC(=O)NC2=O)cc1OC (configuration not stated)
→ -2, -6, 4, -0.6, 11, -17, 98, -6, -5, -8
26: COc1ccccc1CNC(=O)C(=O)NCC1CCCN1S(=O)(=O)c1cc(C)ccc1C (configuration not stated)
→ -4, -1, -3, 0.5, 1, -7, 99, 2, 10, -18
27: COc1ccc(Br)cc1C(=O)Nc1ccc(N2CCCC2)cc1
→ -5, -8, 4, 0.2, 10, -37, 100, 3, 11, 13
28: CCc1cccc2c(C=C(C#N)C#N)cn(CC(=O)N3CCCCC3)c12
→ -4, -6, -2, -0.3, 10, -2, 93, -8, -4, -8
29: O=C(COC(=O)c1ccccc1O)Nc1ccc(OC(F)F)cc1
→ -9, -7, 1, 2.2, 20, -30, 91, -15, 2, 1
30: COC(=O)[C@H](CCSC)NC(=O)Cn1cnc2c(OCc3ccccc3)ncnc21
→ 5, 3, 1, 0.6, 9, -24, 97, 3, 2, -11

Next part:
Results follow in this order: ABHD5 PLIN5 PPI, m5-HT2A agonist, N-glyco inh, MC4R ag barr, MC4R antag cAMP, NCOA2 inhibitor, ABCB6 inh MLPCN, H9c2 protect, TLR9-MyD88 block, NOD2 RIPK2 PPI
31: CC(C)c1ccc(NC(=O)N2CCc3nc(NCc4cccc(Oc5ccccc5)c4)ncc3C2)cc1
→ -10, -3, 0, 1.8, 8, -4, 90, -8, x, -3
32: Cc1[nH]c2c(Br)cccc2c1[C@H]1[C@@H](CC#N)C1(C)C
→ -4, -3, -2, -0.4, -1, 4, 96, 0, -4, -1
33: COC(=O)c1sc(C(F)(F)F)c(-c2ccccc2)c1S(=O)(=O)N1CCCC1
→ 0, -1, -1, -0.2, 22, 0, 103, -7, 1, -5
34: Cn1nc(CC(=O)NCc2ccc(F)cc2)c2ccccc2c1=O
→ 1, 8, 0, 1.5, 8, 2, 101, -16, -2, -16
35: C[C@H](O)[C@@H]1CN2CCc3c([nH]c4ccccc34)[C@@H]2C[C@@H]1N(C)Cc1cc(Cl)cc(Cl)c1
→ 4, 0, -4, 1.3, 4, -11, 95, -7, -4, -3
36: CC(C)=CCOc1ccc([C@@H]2COc3c(ccc4c3C=CC(C)(C)O4)C2)c(O)c1
→ -19, 3, -3, 1.1, 17, 28, 99, -14, -11, -6
37: CCOC(=O)CNC(=O)CSc1nnnn1-c1cc(C)ccc1C
→ -1, -1, 0, -0.9, 8, -3, 102, 9, 10, 3
38: CCCCCC(=O)NN=C1CCN(Cc2ccccc2)CC1
→ 4, 4, 1, -1.2, -6, 8, 99, 5, -7, -3
39: COC(=O)c1cc(-c2ccc(OC)cc2F)nc2nc(SC)[nH]c(=O)c12
→ 0, 5, 0, 0.0, 11, 2, 97, -2, -11, -8
40: COc1ccc2c(c1)CC/C(=C\c1ccc(OC)c(Cn3cccn3)c1)C2=O
→ 5, -5, -3, 3.5, -3, -17, 86, 3, -2, 16
41: COCC(O)CSc1c([N+](=O)[O-])nc(C)n1Cc1ccc(OC)c([N+](=O)[O-])c1 (configuration not stated)
→ 1, -2, 0, -1.6, -1, 8, 99, 14, -11, -8
42: Cn1c(SCC(=O)c2ccccc2)nnc1-c1cnccn1
→ 1, 2, 0, -1.4, 10, -22, 97, 41, -5, -2
43: COc1cc(CNCCO)ccc1OCCc1ccccc1
→ -2, -1, -3, -2.1, -2, -120, 96, -2, 6, -7
44: COc1ccc(C2=Nc3ccccc3N(C(=O)c3ccncc3)C2C(=O)NC(C)C)cc1 (configuration not stated)
→ -12, -3, x, x, x, -65, x, x, x, -13
45: O=C(CCC(=O)N(CC(=O)NC1CCCCC1)Cc1cccs1)Nc1ccccn1
→ -3, 1, 7, -2.2, 0, -22, 96, -1, -1, -11

Next section:
Results follow in this order: ABHD5 PLIN5 PPI, m5-HT2A agonist, N-glyco inh, MC4R ag barr, MC4R antag cAMP, NCOA2 inhibitor, ABCB6 inh MLPCN, H9c2 protect, TLR9-MyD88 block, NOD2 RIPK2 PPI
46: O=C(NC12CC3CC(CC(C3)C1)C2)N1CCN(C(=O)c2ccco2)CC1
→ 1, -4, -1, -1.4, 19, 2, 92, 0, -11, -6
47: COc1ccc(-c2nc(C#N)c(N3CCc4ccccc4C3)o2)cc1OC
→ 11, -1, -2, 12*, 2, 2, 76, 26, -12, -4
48: Cc1cccn2c(=O)c3cc(C(N)=S)c(=N)n(CCCN4CCOCC4)c3nc12
→ -4, -3, 11, -3.3, -3, -5, 112, 6, -9, -3
49: O=C(c1cc(-c2cccc(O)c2)on1)N1CCc2ccccc2C1
→ -5, -1, 2, 11*, 3, -15, 98, -15, 2, 1
50: Cc1nn(CC(=O)Nc2nnc(CC(=O)N3CCCC3)s2)c(=O)c2ccccc12
→ 2, 2, 0, -1.9, -3, -3, 85, 0, -3, 0
51: COc1ccc(N2C(=O)C(Cl)=C(N(CCO)Cc3ccccc3)C2=O)cc1
→ 2, -3, 0, -1.4, 8, -42, 95, 2, 7, -3
52: O=C(NNC(=O)c1cc(-c2ccncc2)nc2ccccc12)c1ccccc1O
→ 6, -2, -4, -0.5, 1, -18, 96, 48, 2, 0
53: CC(C)(C)c1ccc(C(=O)NCC(=O)N2CCC3(CC2)NCCc2[nH]cnc23)cc1
→ 2, 2, 0, 0.7, 0, -20, 105, -4, 4, 1
54: CCCC(=O)NC(=S)Nc1nc(-c2ccc(OC)cc2)cs1
→ -2, -2, 1, 1.8, 4, -40, 104, -2, 4, -3
55: Cn1cc(S(=O)(=O)NCc2ccc(F)cc2)c(=O)n(C)c1=O
→ 1, 3, 1, -2.1, 17, -17, 101, 3, -13, 3
56: CS(=O)(=O)N1CCN(C(=O)c2ccc(F)cc2)CC1
→ 4, -1, 1, -0.6, 20, -8, 104, 0, 2, 7
57: Cc1onc(-c2ccccc2Cl)c1C(=O)Nc1ccc(N2CCOCC2)cc1
→ -5, 1, -1, -0.5, -3, -20, 109, 4, -4, 14

Bioassay records deposited in PubChem BioAssay by several laboratories.
